Compound activity from PubChem BioAssay.
ERAP1 HTS inh: human ERAP1 aminopeptidase inhibitors, primary screen, biochemical, single point, plate reader | Endoplasmic reticulum aminopeptidase 1 (Homo sapiens), Q9NZ08 | recombinant ERAP1, Leu-AMC fluorescence, 60 min | inhibition, % at 10.7 µM | 340,000 compounds, 0.15% hits | AID 652197, 2013;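 active = mean replicate inhibition of at least 30%, or all replicates individually reaching that 30% level; inactive = mean below 30% and not every replicate reaching it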;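 also: 0% = neutral control wells and 100% = L-leucinethiol positive control wells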
S100A4 MyoIIA: inhibitors of S100A4-myosin IIA peptide binding, primary screen, biochemical, fluorescence polarization, TAMRA-MyoIIA peptide; Protein S100-A4 (Homo sapiens), P26447; inhibition, % at 10.7 µM; 360,000 compounds, 0.14% hits; AID 652163, 2013;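 active = mean inhibition of at least 70% across replicates, with every replicate also reaching that level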
Target sequence (P26447 whole entry, looked up): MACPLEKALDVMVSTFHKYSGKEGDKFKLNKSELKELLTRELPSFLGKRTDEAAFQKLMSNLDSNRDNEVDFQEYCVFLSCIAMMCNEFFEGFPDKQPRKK
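System – human S100A4 monomer protein, biochemical binding assay · Buffer or medium – Calcium-containing HEPES buffer, pH 7.2 · Timing – 5 min between mix addition and reading · Also added – TAMRA-labelled myosin IIA heavy-chain peptide probe, 5 nM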
LGR2 antag: inhibitors of bursicon-induced LGR2 CRE-luciferase signal, primary screen, cell-based, HEK293, CRE-luciferase reporter, bursicon stimulation; inhibition, % at 9.99 µM; 380,000 compounds, 0.35% hits; bursicon-stimulated, 4 h;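 active = drop in luminescence signal, shown as inhibition above about 50% in the replicate tests, limit read from the data, passing the limit was not always enough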;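 also: agonist challenge used bursicon conditioned medium at about half maximal strength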
PGC1a acetyl inh: inhibitors of PGC1a acetylation signal, primary screen, cell-based, U2OS, AlphaScreen, inhibitor mode | inhibition, % at 15.6 µM | AlphaScreen anti-acetyl-lysine; with virally co-expressed GCN5 acetyltransferase | 350,000 compounds, 0.17% hits | AID 651687, 2012;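 active = every replicate shows inhibition of at least 40%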;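 also: 0% = neutral control wells and 100% = positive control wells; some results beyond the cut were filed as inactive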
C2C12 statin: suppressors of statin myotoxicity in C2C12 myotubes, primary screen, cell-based, single point, plate reader; C2C12 myotubes + simvastatin, ATP luminescence, 48 h; scaled: DMSO 0, geranylgeraniol control 100; 330,000 compounds, 0.78% hits; AID 602340, 2012; rescue of ATP level, % at 7.49 µM;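 active = mean ATP rescue above about 67%, or every replicate alone reaching that limit, limit read from the data, passing the limit was not always enough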;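 also: myotubes were challenged with 10 µM simvastatin during compound exposure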
SIRT5 inh: SIRT5 desuccinylase inhibitors, primary screen, biochemical, fluorescence imaging, single point, set 5 | Purified SirT5, succinyl-peptide AMC, trypsin-coupled fluorescence | AID 652115, 2013 | inhibition, % at 15 µM | NAD-dependent protein deacylase sirtuin-5, mitochondrial (Homo sapiens), Q9NXA8 | 330,000 compounds, 1.1% hits; in the data active = inhibition above about 15%
Target sequence (Q9NXA8 whole entry, looked up): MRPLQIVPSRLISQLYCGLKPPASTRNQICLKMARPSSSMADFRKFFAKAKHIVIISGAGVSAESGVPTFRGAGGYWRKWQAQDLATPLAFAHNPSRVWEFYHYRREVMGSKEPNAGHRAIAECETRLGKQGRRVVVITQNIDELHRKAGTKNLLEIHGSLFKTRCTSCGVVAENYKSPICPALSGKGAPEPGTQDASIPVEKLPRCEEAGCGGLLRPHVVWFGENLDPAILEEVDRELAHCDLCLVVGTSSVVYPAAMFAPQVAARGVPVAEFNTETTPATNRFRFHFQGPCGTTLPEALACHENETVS
XiGFP reactiv: activators of inactive X chromosome reactivation, primary screen, imaging, XiGFP fibroblasts, GFP high-content imaging, set 2. XiGFP mouse fibroblasts, % GFP-positive cells imaging, 3 d; cells co-treated with 5-aza-dC sensitizer; scaled so ellipticine positive control = 100%. activation, % at 7.58 µM. 360,000 compounds, 0.055% hits;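 active = mean normalized replicate activation at least 10% and every replicate at or above 10%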;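 also: 0% = median of on-plate neutral control wells and 100% = ellipticine 6 µM median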
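System: XiGFP fibroblasts, SV40-immortalized. Medium: DMEM plus 5-aza-dC sensitizer. Doses: single point. Timing: 3 d treatment, 15 min room-temperature fixation. Control set: ellipticine 6 µM.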
Cneo AK release: Cryptococcus neoformans cell lysis inducers, primary screen, AK release luminescence, single concentration. AID 651654, 2012. lysis activity, % at 15 µM. C. neoformans lysis, adenylate kinase release luminescence, 4 h; normalised: neutral wells 0, clomiphene wells 100. 360,000 compounds, 0.2% hits;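 active = mean lysis activity across replicates of at least 80%, whatever share of replicates individually reach that level; inactive = mean lysis activity below 80%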
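Test system: log-phase Cryptococcus neoformans yeast cells; Quantity: yeast cell density of 5 × 10^6 cells/mL; Buffer or medium: YPD; Doses: single compound concentration per well; Timing: 4 h at 37 °C static, read 1 h later; Measured by: AK luminescence; Read-out basis: lysis from increased AK signal; Control set: Clomiphene as positive control.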
Active calls of the source: *; . = no result given; & = joins results of further samples. Some of the compounds tested. The share of hits here may be higher or lower than overall.

SMILES	ERAP1 HTS inh	S100A4 MyoIIA	LGR2 antag	PGC1a acetyl inh	C2C12 statin	SIRT5 inh	XiGFP reactiv	Cneo AK release
CC(C)(C)NC(=O)COC(=O)/C=C/c1ccc(F)cc1	3	0	-12	.	.	.	0.1	.
Cc1cccc(C)c1NC(=O)Nc1nc(CN(C)C)cs1	-1	-1	-4	.	-2	.	0.0	-1
CCCC#Cc1cnc2c(c1)C(=O)N([C@@H](C)CO)C[C@H](C)[C@@H](CN(C)C(=O)c1cnccn1)O2	0	-17	-5	5	12	-2	-1.1	1
CCOc1ncccc1C(=O)Nc1ccc(OC)c(S(=O)(=O)N2CCOCC2)c1	-6	-5	4	.	.	-2	-0.1	.
COc1ccc2sc(C)nc2c1NC(C)=O	.	.	12	1	1	.	.	1
Nc1ncnc2c1C(c1ccccc1)c1c(ccc3ccccc13)O2 (stereo not drawn)	.	-3	1	-2	21	.	-0.2	-5
CCOC(=O)C1C(C)C(C(C)(C)C)N(S(=O)(=O)c2ccc(C)cc2)C1c1ccccc1 (stereo not drawn)	-7	5	16	.	.	2	0.1	.
CCCC#Cc1ccc([C@@H]2[C@@H](CO)N3C(=O)CN(C(=O)Cc4cccnc4)C[C@@H]23)cc1	0	-31	2	6	.	-3	-0.1	.
COc1ccc(C(=O)NC(=S)NCc2cccnc2)cc1Br	-1	-4	13	4	.	9	0.1	7
COCCSc1nnc(NC(=O)c2cc(OC)c(OC)cc2[N+](=O)[O-])s1	0	1	-11	.	.	0	0.0	.
Cc1ccc(C(=O)NS(=O)(=O)c2ccccc2)cc1	-5	4	3	8	.	-3	0.0	.
CCCNC(=O)N1CC2(CCN(C(=O)CN(C)C)CC2)c2c(n(C)c3cc(OC)ccc23)[C@@H]1CO	0	6	-9	3	.	0	0.1	.
CC(C)NC(=O)N(C)C[C@@H]1Oc2ncc(-c3ccc(C(=O)N(C)C)cc3)cc2C(=O)N([C@@H](C)CO)C[C@@H]1C	1	10	-1	0	-1	-3	-1.3	2
CCc1ccc(C(=O)COC(=O)CNC(=O)CNS(=O)(=O)c2ccccc2)cc1	-8	-3	-3	.	3	-1	-0.1	-3
CN(C[C@@H]1N[C@H](CO)[C@H]1c1ccc(C2=CCCC2)cc1)C(=O)c1ccncc1	.	.	-17	-8	-6	0	0.1	-6
Cc1ccccc1SCC(=O)NCC(c1ccc(F)cc1)N1CCOCC1 (stereo not drawn)	-1	-4	23	-1	5	1	0.0	0
CCCS(=O)(=O)NC(=O)C1(C)CCCN(C(=O)c2cc(-c3ccccc3)cs2)C1 (stereo not drawn)	-2	-1	-8	1	4	.	0.1	5
N#C/C(=C\C=C\c1ccccc1[N+](=O)[O-])C(=O)NCc1ccccc1	-1	-4	21	-128	30	-4	1.1	0
N#Cc1cccc(-c2ccc([C@H]3[C@H]4CN(C(=O)Nc5ccc(F)cc5)CCCCN4[C@H]3CO)cc2)c1	3	-6	-5	0	.	0	0.3	1
COc1cccc(-c2ccc([C@@H]3[C@@H](CO)N4C(=O)CN(C(=O)C5CCC5)C[C@H]34)cc2)c1	1	3	-14	-20	.	0	0.1	.
O=C(C[C@@H]1C[C@H]2c3cc(NC(=O)CC4CC4)ccc3O[C@H]2[C@@H](CO)O1)NCc1cccnc1	-3	0	14	2	-7	2	-0.1	32
CCOC(=O)c1c(NC(=O)CCN2C(=O)c3cccc([N+](=O)[O-])c3C2=O)sc(C(=O)OC(C)C)c1C	.	.	22	0	13	.	2.1	-1
CCOc1ccccc1NC(=O)C(OC(=O)c1cnccn1)c1ccccc1 (stereo not drawn)	4	1	9	8	4	-8	0.2	-2
C=CCn1c(CCNC(=O)c2cccs2)nnc1SCC(=O)c1ccc(Cl)cc1	.	.	17	7	-10	.	.	-2
CC1(C(=O)Nc2ccc3c(c2)OCCO3)CN(S(C)(=O)=O)CC(=O)N1Cc1cccs1 (stereo not drawn)	.	-4	-8	.	.	0	0.1	.

Three of the compounds above, in markdown.
| SMILES | ERAP1 HTS inh | S100A4 MyoIIA | LGR2 antag | PGC1a acetyl inh | C2C12 statin | SIRT5 inh | XiGFP reactiv | Cneo AK release |
| --- | --- | --- | --- | --- | --- | --- | --- | --- |
| CCCC#Cc1ccc([C@@H]2[C@@H](CO)N3C(=O)CN(C(=O)Cc4cccnc4)C[C@@H]23)cc1 | 0 | -31 | 2 | 6 | . | -3 | -0.1 | . |
| C=CCn1c(CCNC(=O)c2cccs2)nnc1SCC(=O)c1ccc(Cl)cc1 | . | . | 17 | 7 | -10 | . | . | -2 |
| COc1ccc2sc(C)nc2c1NC(C)=O | . | . | 12 | 1 | 1 | . | . | 1 |

A few values from the list:
XiGFP reactiv with CC1(C(=O)Nc2ccc3c(c2)OCCO3)CN(S(C)(=O)=O)CC(=O)N1Cc1cccs1 (stereo not drawn) is entered as 0.1
S100A4 MyoIIA with CCCC#Cc1ccc([C@@H]2[C@@H](CO)N3C(=O)CN(C(=O)Cc4cccnc4)C[C@@H]23)cc1 is entered as -31

The listing picks up; the 7 compounds before the break are reprinted first.
SMILES	ERAP1 HTS inh	S100A4 MyoIIA	LGR2 antag	PGC1a acetyl inh	C2C12 statin	SIRT5 inh	XiGFP reactiv	Cneo AK release
N#Cc1cccc(-c2ccc([C@H]3[C@H]4CN(C(=O)Nc5ccc(F)cc5)CCCCN4[C@H]3CO)cc2)c1	3	-6	-5	0	.	0	0.3	1
COc1cccc(-c2ccc([C@@H]3[C@@H](CO)N4C(=O)CN(C(=O)C5CCC5)C[C@H]34)cc2)c1	1	3	-14	-20	.	0	0.1	.
O=C(C[C@@H]1C[C@H]2c3cc(NC(=O)CC4CC4)ccc3O[C@H]2[C@@H](CO)O1)NCc1cccnc1	-3	0	14	2	-7	2	-0.1	32
CCOC(=O)c1c(NC(=O)CCN2C(=O)c3cccc([N+](=O)[O-])c3C2=O)sc(C(=O)OC(C)C)c1C	.	.	22	0	13	.	2.1	-1
CCOc1ccccc1NC(=O)C(OC(=O)c1cnccn1)c1ccccc1 (stereo not drawn)	4	1	9	8	4	-8	0.2	-2
C=CCn1c(CCNC(=O)c2cccs2)nnc1SCC(=O)c1ccc(Cl)cc1	.	.	17	7	-10	.	.	-2
CC1(C(=O)Nc2ccc3c(c2)OCCO3)CN(S(C)(=O)=O)CC(=O)N1Cc1cccs1 (stereo not drawn)	.	-4	-8	.	.	0	0.1	.
CCCCN(C(=O)c1ccc(S(=O)(=O)N2CCCC2)cc1)C1CCS(=O)(=O)C1 (stereo not drawn)	5	-1	15	0	12	-9	0.2	.
CN(C)Cc1c(C(C)(C)O)[nH]c2cc(F)ccc12	3	-19	-3	.	.	.	-0.1	.
N#C[C@@H]1[C@H](c2ccccc2-c2cccc(F)c2)[C@H](CO)N1C(=O)C1CCOCC1	-2	3	8	-3	.	1	0.1	.
Cc1cc2nn(-c3ccccc3)nc2cc1NC(=O)c1cccs1	-2	-1	-28	.	.	-3	.	.
CCOC(=O)/C=C(C)\C=C\c1c[nH]c2ccccc12	2	-4	.	-1	.	-5	-0.1	.
Cc1ccc(-n2c(O)c(/C=N/Nc3ccc(S(=O)(=O)N4CCOCC4)cc3[N+](=O)[O-])c3ccccc3c2=O)c(C)c1	0	2	45	.	.	.	0.0	.
O=S1(=O)[C@H]2C[C@@H]3C=C[C@@]2(CN1Cc1ccc(Cl)cc1)O3	4	1	2	.	-3	-1	0.0	-1
O=C1CCSc2c1ccc1ccccc21	-2	2	-19	.	.	.	-0.1	.
CC1NC(=S)N(C2CCCCC2)C1=O (stereo not drawn)	-1	-2	20	.	.	-2	0.3	.
COc1ccc(S(=O)(=O)N2CCC(C(=O)N3CCN(C)CC3)CC2)cc1Cl	4	-5	0	.	-9	-3	0.0	0
CCCN1C[C@@H](C)[C@H](OC)CN(C)C(=O)c2cc(NS(=O)(=O)CC)ccc2OC[C@@H]1C	1	-1	0	2	5	-1	0.4	-3
Cc1noc(C)c1NC(=O)N(C)C[C@H]1Oc2ccc(NC(=O)Nc3cccc4ccccc34)cc2C(=O)N([C@H](C)CO)C[C@@H]1C	1	-10	-19	-2	-5	-6	-0.1	-2
O=C(C[C@H]1C=C[C@H](NS(=O)(=O)c2ccc(F)cc2)[C@H](CO)O1)N1CCN(c2ccccc2)CC1	-1	-4	1	-8	6	-1	-0.8	-1
O=C(O)CN1C(=O)/C(=C\c2ccc(OC(=O)c3ccco3)cc2)SC1=S	8	10	-6	5	.	6	0.3	0
C[C@@H]1CN([C@@H](C)CO)C(=O)c2cc(NC(=O)CCC(F)(F)F)ccc2O[C@H]1CN(C)Cc1ccccc1	-3	11	4	12	-4	0	0.1	1
COc1cccc(-c2ccc([C@H]3[C@H](CO)N4C(=O)CN(C(=O)c5cccnc5)C[C@@H]34)cc2)c1	-14	2	-8	-2	.	-4	0.1	.
C[C@@H]1CN([C@H](C)CO)C(=O)CCCn2nncc2CO[C@@H]1CN(C)C(=O)CCC(F)(F)F	-5&2&2	7&4&7	-8&4	-14&0&-8	-2&1&4	-3&-1&-1	0.1&0.3	-2&-4&22
O=S(=O)(c1ccc(N2CCN(S(=O)(=O)c3ccccc3)CC2)nc1)N1CCCC1	-3	-15	-41	1	8	-6	0.0	0
CCS(=O)(=O)c1ccc2oc(SCC(=O)NCc3ccccc3)nc2c1	-2	1	9	.	.	-1	0.4	.
Cc1[nH]c2ccccc2c1C(=O)CN1C(=O)NC2(CCCCCC2)C1=O	4	0	9	-6	3	5	-0.1	-1
COc1ccccc1N1CCN(/N=C\c2cccnc2)CC1	-2	4	-1	18	0	0	0.1	-1
CCOC(=O)CC(NC(=O)Cc1ccc(F)cc1)c1ccccc1Cl (stereo not drawn)	2	5	9	5	.	-6	0.0	.
